# Bioassay records as filed in PubChem.
# S100A4 inh HTS = inhibitors of S100A4-myosin IIA peptide binding, primary screen, biochemical, fluorescence polarization, TAMRA-MyoIIA peptide; Protein S100-A4 (Homo sapiens), P26447; inhibition, % at 10.7 µM; 360,000 tested, 0.14% active; AID 652163, 2013;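 active means mean inhibition of at least 70% across replicates, with every replicate also reaching that level; inconclusive means mean inhibition reaches 70% but some replicates fall short; inactive means mean inhibition below 70%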
#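 Material: S100A4 monomer (human). Medium: Calcium-containing HEPES buffer, pH 7.2. Probe or stimulus: labelled myosin peptide probe, 5 nM. Compound dosing: one concentration per compound. Timing: polarization read 5 min after assay mix addition, stable 5–60 min. Benchmarks: DMSO as neutral control, TFP as positive control.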
# ERp5 inh = inhibitors of ERp5-driven insulin aggregation, primary screen, biochemical, turbidity, absorbance 650 nm, single point. Protein disulfide-isomerase A6 (Homo sapiens), Q15084. 90 min. inhibition, % at 9.99 µM. 350,000 tested, 0.05% active. AID 651711, 2012;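 active means mean replicate inhibition above about 25%, with every replicate also reaching it, limit read from the data, passing the limit was not always enough; inconclusive means only one of those two criteria met; inactive means neither criterion met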
# Target sequence (Q15084 whole entry, looked up): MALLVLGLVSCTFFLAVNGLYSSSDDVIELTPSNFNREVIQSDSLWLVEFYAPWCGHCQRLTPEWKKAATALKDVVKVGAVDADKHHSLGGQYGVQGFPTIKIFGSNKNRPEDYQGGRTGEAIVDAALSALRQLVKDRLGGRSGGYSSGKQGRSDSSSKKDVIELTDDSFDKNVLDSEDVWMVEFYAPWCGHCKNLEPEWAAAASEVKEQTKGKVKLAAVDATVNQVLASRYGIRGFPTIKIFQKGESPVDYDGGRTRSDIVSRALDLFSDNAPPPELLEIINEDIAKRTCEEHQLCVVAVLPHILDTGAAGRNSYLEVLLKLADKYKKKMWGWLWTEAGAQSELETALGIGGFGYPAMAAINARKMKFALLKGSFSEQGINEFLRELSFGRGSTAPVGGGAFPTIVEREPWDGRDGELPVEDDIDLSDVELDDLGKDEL
# C2C12 statin = suppressors of statin myotoxicity in C2C12 myotubes, primary screen, cell-based, single point, plate reader; C2C12 myotubes + simvastatin, ATP luminescence, 48 h; scaled: DMSO 0, geranylgeraniol control 100; rescue of ATP level, % at 7.49 µM; 330,000 tested, 0.78% active;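 active means mean ATP rescue above about 67%, or every replicate alone reaching that limit, limit read from the data, passing the limit was not always enough; inconclusive means no clear call, values can overlap the other calls; inactive means mean under the limit and some replicate under it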;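 further: myotubes were challenged with 10 µM simvastatin during compound exposure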
# PglD inh = C. jejuni PglD acetyltransferase inhibitors, primary screen, biochemical, DTNB colorimetric, single point | UDP-N-acetylbacillosamine N-acetyltransferase PglD (Campylobacter jejuni) | 360,000 tested, 0.098% active | purified PglD enzyme, DTNB colorimetric CoA detection | inhibition, % at 12.5 µM | AID 602405, 2012; in the data active means inhibition above about 16%, passing the limit was not always enough; inconclusive means no clear call, values can overlap the other calls; further: strong numbers were not always called active
# SIRT5 inh = SIRT5 desuccinylase inhibitors, primary screen, biochemical, fluorescence imaging, single point, set 5. Purified SirT5, succinyl-peptide AMC, trypsin-coupled fluorescence. 330,000 tested, 1.1% active. inhibition, % at 15 µM. AID 652115, 2013. NAD-dependent protein deacylase sirtuin-5, mitochondrial (Homo sapiens), Q9NXA8; in the data active means inhibition above about 15%; inconclusive means no clear call, values can overlap the other calls
# E-selectin induc = E-selectin induction in HUVECs, primary screen, imaging, HUVEC, immunofluorescence imaging, single point | activation, % at 7.58 µM | normalized: neutral wells 0, TNF-alpha wells 100 | P16581 | 260,000 tested, 0.37% active;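 active means mean E-selectin-positive cell signal at least 10% of the positive control, reached in at least 60% of replicates, without over 20% cell loss; inconclusive means no rule given, readout overlaps actives, possibly toxicity-flagged; inactive means the rest, including those meeting only one limit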;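 further: in these data hits start at about 27%; measured in HUVEC primary endothelial cells; signal is the percent of cells scored E-selectin positive by PE staining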
# Target sequence (P16581 whole entry, looked up): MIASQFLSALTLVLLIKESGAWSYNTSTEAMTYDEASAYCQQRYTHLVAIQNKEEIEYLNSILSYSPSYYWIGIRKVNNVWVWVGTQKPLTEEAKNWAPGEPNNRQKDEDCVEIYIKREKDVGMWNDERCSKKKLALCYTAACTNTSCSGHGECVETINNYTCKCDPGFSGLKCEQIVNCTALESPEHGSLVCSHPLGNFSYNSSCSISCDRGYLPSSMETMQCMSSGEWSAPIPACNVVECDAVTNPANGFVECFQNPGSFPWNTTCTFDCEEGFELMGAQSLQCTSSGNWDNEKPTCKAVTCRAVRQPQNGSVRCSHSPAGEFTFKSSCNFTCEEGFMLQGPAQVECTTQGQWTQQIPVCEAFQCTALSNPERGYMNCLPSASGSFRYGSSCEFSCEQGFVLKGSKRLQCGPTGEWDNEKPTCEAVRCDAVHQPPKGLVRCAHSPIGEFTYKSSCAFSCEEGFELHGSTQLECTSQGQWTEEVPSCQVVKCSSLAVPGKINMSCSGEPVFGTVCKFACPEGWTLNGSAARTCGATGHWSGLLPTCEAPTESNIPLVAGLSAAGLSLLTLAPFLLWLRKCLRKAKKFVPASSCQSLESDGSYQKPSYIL
#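 Material: HUVEC primary endothelial cells; Amount: 3,000 cells per well; Dosing: single concentration; Medium: EGM-2 growth medium on 0.1% gelatin-coated wells; Read-out basis: percent E-selectin-positive cells; Signal: immunofluorescence imaging; Control set: TNF-alpha, DMSO.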
# DENV2 CPE rescue = inhibitors of DENV2 cytopathic effect, primary screen, cell-based, plate reader, single concentration; DENV2-infected cells, cytopathic effect rescue; CPE inhibition, % at 9.99 µM; 350,000 tested, 1.7% active; AID 651640, 2012; in the data active means CPE inhibition above about 20%, passing the limit was not always enough; inconclusive means no clear call, values can overlap the other calls; tested in BHK-21 cells;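 further: 0% = median of neutral control wells and 100% = median of positive control wells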
# Numbers without * were called inactive; ? = inconclusive; . = no result given; & = joins results of further samples; ! = not confirmed by another sample.
SMILES	S100A4 inh HTS	ERp5 inh	C2C12 statin	PglD inh	SIRT5 inh	E-selectin induc	DENV2 CPE rescue
O=C1NC2(CCSC2)C(=O)N1CC(=O)N(Cc1ccccc1)C1CCS(=O)(=O)C1 (configuration not stated)	-5	1	-1	-3	-3	-0.6	2
CC(=O)Oc1ccc(C(=O)Nc2cccc3c2CCCC3)cc1	-3	-3	2	-11	0	0.4	9
O=c1[nH]c(=O)n([C@H]2C[C@H](O)[C@@H](CO)O2)cc1F	-3&4	2	8	-5	12	3.1	-4
C=CCCCCCCCCC(=O)NN	-4	10	-7	-5	-5	.	-6
COC(=O)Oc1nsnc1N1CCOCC1	-12	-2	-1	-2	-2	.	9
C[C@@H]1CCCCO[C@@H](CN(C)Cc2ccccc2)[C@H](C)CN([C@H](C)CO)C(=O)c2cc(NC(=O)Nc3ccccc3)ccc2O1	46	-4	.	3	7	.	-11
CNC[C@H]1Oc2c(NS(=O)(=O)c3ccccc3)cccc2C(=O)N([C@@H](C)CO)C[C@@H]1C	-12	-4	-6	-4	1	-0.2	-5
CCC(CC)C(=O)Nc1cccc(C(=O)N2CCCC2)c1	1	-2	39	-6	-3	.	4
C[C@H]1CN([C@@H](C)CO)C(=O)CCCn2nncc2CO[C@H]1CN(C)C(=O)Nc1ccccc1C(F)(F)F	-38	0	-15	1	-4	0.1	-2
COCC(=O)N(C)C[C@H]1Oc2ncc(Br)cc2C(=O)N([C@@H](C)CO)C[C@H]1C	3&-20&-25	-12&15&-1	-1&0&-7	-8&2&1	17*!	-0.6&0.0	-2&2&3
COc1ccc(S(=O)(=O)Cc2ccc(C(=O)N3CCN(c4cccc(C)c4)C(C)C3)o2)cc1 (configuration not stated)	0	1	-40	-2	.	.	-1
O=CN1CCN(C(=O)Cc2ccc(Cl)cc2)CC1	17	0	5	1	.	-0.1	4
CSCCC(NC(=O)c1ccccc1Cl)C(=O)N(C)CC(=O)Nc1ccc(N2CCOCC2)cc1 (configuration not stated)	1	-5	7	-2	1	0.1	17
Cc1noc(C)c1S(=O)(=O)Nc1ccc2c(c1)CC(=O)N([C@@H](C)CO)C[C@H](C)[C@@H](CN(C)S(=O)(=O)c1cccs1)O2	10	15	-1	1	1	0.0	-10
COc1ccc(CNC(=O)C(C)NCc2ccccc2Cl)cc1 (configuration not stated)	-3	1	-1	-5	-5	0.0	-2
CCC(=O)NC(=S)Nc1cccc(NC(=O)c2ccccc2)c1	-1	-2	-11	.	11	0.3	4
CNC(=O)C[C@@H]1CC[C@H]2[C@H](COc3ccc(NC(=O)Cc4cccs4)cc3C(=O)N2C)O1	.	.	-5	5	.	0.1	-2
Cc1cccc(CN2C[C@]34C=C[C@@H](C[C@@H]3S2(=O)=O)O4)c1	-13	-2	0	-4	.	-0.1	48*
C[C@@H]1CCCCO[C@H](CN(C)C(=O)Nc2ccccc2)[C@H](C)CN([C@H](C)CO)C(=O)c2cc(NC(=O)Nc3ccccc3)ccc2O1	-4	-7	.	0	3	0.3	3
CN(Cc1ccccc1)S(=O)(=O)c1ccc(Cl)c(C(=O)O)c1	2	4	1	.	-8	-0.3	0
COc1ccc(C(=O)NCC2CCCN2S(=O)(=O)c2ccccc2)cc1OC (configuration not stated)	-3	-4	13	12	0	.	-5
CC(C(=O)NCCc1ccccc1)N1c2cccc3cccc(c23)S1(=O)=O (configuration not stated)	-1	0	12	2	1	0.2	-8
Cc1nc(C(=O)NCc2ccccc2)sc1C1(C)CC(c2ccccc2)=NO1 (configuration not stated)	-1	2	3	-5	.	-0.1	-6
COc1ccc(CNc2nc3c(c(=O)[nH]c(=O)n3C)n2Cc2ccccc2C)cc1	2	8	17	-5	-1	0.3	1
COC(=O)CS(=O)(=O)c1ccsc1C(=O)Nc1ccc(F)cc1	-1	-2	0	6	-1	.	2
Cc1ccc(S(=O)(=O)N2C[C@H]3[C@@H](c4ccccc42)[C@H](CO)N3Cc2cccnc2)cc1	.	5	-11	0	-4	0.1	-4
COc1ccc(OCC(=O)N2CCC(n3nccc3NC(=O)C3CC3)CC2)cc1	17	0	8	1	0	.	-2
CCCOc1ccc(C2C(C(=O)c3ccc(C)o3)=C(O)C(=O)N2CCCn2ccnc2)cc1 (configuration not stated)	1	-5	.	-6	3	.	.
CNC(=O)C[C@H]1CC[C@@H]2[C@H](COc3ccc(NC(=O)NC4CCCC4)cc3C(=O)N2C)O1	28	-3	5	42	-10	-0.1	?
COc1ccc(CC(=O)OCC(=O)Nc2cccc(Cl)c2)cc1	5	-2	.	.	1	-0.1	-7

# Further compounds
SMILES	S100A4 inh HTS	ERp5 inh	C2C12 statin	PglD inh	SIRT5 inh	E-selectin induc	DENV2 CPE rescue
C/C=C/c1cnc2c(c1)C(=O)N([C@H](C)CO)C[C@@H](C)[C@H](CN(C)C(=O)NCCC)O2	17	0	4	1	-2	-0.2	16
CCOC(=O)N1CCC(NC(=O)c2cc(S(=O)(=O)NCCc3ccccc3)ccc2F)CC1	4	-1	.	.	5	-1.4	-1
O=C(Nc1ccccc1)c1nc2ccccc2s1	1	6	19	-1	0	.	2
CC(=O)CSc1nc(CCc2ccccc2)c(C#N)c(=O)[nH]1	0	-3	-4	-25	-16	.	-2
COc1ccc(S(=O)(=O)N2CCOCC2)cc1NC(=O)COC(=O)C1COc2ccccc2O1 (configuration not stated)	-12	-3	.	5	-2	118*	?
COc1cc(NC(=O)c2cc(C)no2)cc(OC)c1OC	-5	2	4	-3	0	0.0	2
OC(c1ccccc1)(c1ccccc1)C1CCN(CCCOc2ccc(-c3ccncc3)cc2)CC1	-4	-2	.	.	-1	0.2	-4
O=C(Nc1ccccc1)c1cc(C2CCCN(C(=O)OCc3ccccc3)C2)on1 (configuration not stated)	1	2	-1	5	.	0.2	3
COc1ccc(CNC(=O)C2CCN(S(C)(=O)=O)CC2)cc1	1	-1	.	.	0	1.1	-7
N#Cc1c(-c2ccccc2)oc(=O)c2ccccc12	2	6	2	-1	2	0.0	0
Cn1c(SCC(=O)NC2CCCC2)nnc1-c1ccncc1	1	-2	3	-9	7	-0.8	5
CCCC#Cc1cnc2c(c1)C(=O)N([C@H](C)CO)C[C@@H](C)[C@@H](CN(C)C(=O)Nc1ccc(OC)cc1)O2	-25	3	33	3	-2	-0.1	0
COc1cccc(CN(C)C(=O)c2cc(-c3ccc(OC)c(OC)c3)nc3ccccc23)c1	1	0	.	0	-1	0.1	16
Cc1ccc(C)c(N2N=C(C(=O)OCc3nnc(-c4ccccc4Br)o3)CCC2=O)c1	0	-1	3	1	.	0.0	3
C[C@H](CO)N1C[C@H](C)[C@H](CN(C)C(=O)NC2CCCCC2)OCCCC[C@H](C)Oc2ccc(NC(=O)c3ccncc3)cc2C1=O	33	0	.	-2	10	0.2	-9
COc1cccc(COC(=O)CSCC(=O)Nc2cccc(C)c2)c1OC	0	-1	-9	2	-1	0.0	0
O=C(O)Cc1ccc(NC(=O)c2cnccn2)cc1	-1	1	-6	3	5	0.3	-3
Cc1cc(C(=O)N2CCc3ccccc32)n(-c2ccccc2)n1	-2	1	-5	0	-1	2.2	-5
Cc1nnc(SCc2cccc([N+](=O)[O-])c2)o1	-2	-3	4	-1	-10	.	-5
C[C@H](CO)N1C[C@H](C)[C@H](CN(C)Cc2cccnc2)Oc2ncc(-c3cccc(F)c3)cc2C1=O	6	-4	0	-1	-6	-0.6	-3
O=C(NN=C1CCCC1)c1ccc([N+](=O)[O-])cc1	-3	-10	.	.	0	2.5	5
O=C(C[C@H]1CC[C@H](NS(=O)(=O)c2cccc(F)c2)[C@@H](CO)O1)N1CCCCC1	3	-5	4	2	-1	-0.2	2
O=C(COc1ccccc1Cl)N1CCNC1=O	-5	6	0	.	-1	0.0	-12
Cc1cc(C)nc(SCCC(=O)Nc2ccccc2)n1	-5	1	10	1	-1	.	1
CO[C@H]1CN(C)C(=O)c2ccc(NS(=O)(=O)c3ccc(Oc4ccccc4)cc3)cc2OC[C@@H](C)NC[C@@H]1C	6	4	-23	0	-1	0.2	4
Cc1ccc(NC(=O)COc2ccc(-c3nnco3)cc2)cc1S(=O)(=O)N1CCOCC1	11	1	-9	.	-2	0.1	-10
C=C(C)CNC(=S)N/N=C\c1ccc2c(c1)OCO2	-4	-17	-24	-1	3	0.2	0
Cc1ccc(S(=O)(=O)Nc2ccc3c(c2)C(=O)N([C@H](C)CO)C[C@H](C)[C@H](CN(C)S(=O)(=O)c2c(C)noc2C)O3)cc1	-14	1	-25	5	4	-0.3	?
CCCNC(=O)C1(C)CCN(C(=O)Cc2ccc3ccccc3c2)C1 (configuration not stated)	-2	-3	1	2	.	1.5	?
CCCNC(=O)c1cc(C2CCCCN2S(C)(=O)=O)on1 (configuration not stated)	-1	1	-21	2	-3	-0.1	0

# New compounds follow
SMILES	S100A4 inh HTS	ERp5 inh	C2C12 statin	PglD inh	SIRT5 inh	E-selectin induc	DENV2 CPE rescue
Cc1cccn2c(CNC3CCCc4ccccc43)c(C(=O)N3CCOCC3)nc12 (configuration not stated)	-7	-3	23	1	-4	4.6	0
COc1ccc(-c2ccc3c(c2)[C@@H]2[C@@H](CCN2C(=O)c2cnccn2)[C@H](CO)N3)cc1	-3	2	-6	0	4	-0.4	?
Cc1ccccc1Nc1cccc2nonc12	-6	8	-2	5	0	-0.1	1
Cc1onc(-c2c(F)cccc2Cl)c1C(=O)N1CCOC12CCCCC2	0	-4	.	.	-2	.	1
Cc1ccccc1NC(=O)c1c([N+](=O)[O-])cnn1C	-3	1	2	1	0	0.0	-8
COc1cccc(-c2ccc3n(c2=O)C[C@H]2[C@H](CO)[C@@H](C(=O)NC4CCC4)[C@@H]3N2C)c1	3	-12	-2	6	-6	-0.1	5
Cc1ccc(OCCN2CCOCC2)cc1C	2	4	7	2	-2	0.1	11
O=C(COc1cccnc1[N+](=O)[O-])NCc1ccc2c(c1)OCO2	-9	0	-5	5	-2	-0.1	-2
Cc1ccc2nc3c(c(Nc4ccc(O)cc4)c2c1)CCC3	-4	0	-27	4	-3	.	5
Cc1ccc(S(=O)(=O)NCC(=O)OCC(=O)c2ccc(Cl)s2)cc1	6	-2	.	-1	-2	-0.1	5
CC(C)CN(CC(C)C)C(=O)C12CCC(C)(C(=O)C1)C2(C)C (configuration not stated)	.	.	-7	-1	.	-0.6	.
C=Cc1ccc(C2=CC(=O)C[C@H](c3ccc(OC)cc3)C2)cc1	-3	5	-10	-1	.	0.1	-5
CCC(=O)N1CC2(CN(C(=O)CN3CCOCC3)C2)c2c([nH]c3cc(OC)ccc23)[C@@H]1CO	-9	1	.	.	1	-0.1	-7

# A run of entries taken from the entries so far:
SMILES	S100A4 inh HTS	ERp5 inh	C2C12 statin	PglD inh	SIRT5 inh	E-selectin induc	DENV2 CPE rescue
O=C1NC2(CCSC2)C(=O)N1CC(=O)N(Cc1ccccc1)C1CCS(=O)(=O)C1 (configuration not stated)	-5	1	-1	-3	-3	-0.6	2
CC(=O)Oc1ccc(C(=O)Nc2cccc3c2CCCC3)cc1	-3	-3	2	-11	0	0.4	9

# An excerpt; the hit share may differ from the screen's.
